NPC1 promoter act = activates the NPC1 promoter. Huh7 NPC1 promoter luciferase reporter, 24 h. Potency, µM (titrated, usually from 9.22 µM), without a hit: at the highest dose activation, most hits filed as activators. hit rate 2.4% among 320,000. AID 485313;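 also: potency is read from the fitted curve at half-maximal effect; % of control where 0% means no effect; nearly all actives have a fitted effect of over 60% in size; reporter is driven by a mutant NPC1 promoter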
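Quantitative HTS used a cell-based reporter: Huh7 cells stably bearing the NPC1 promoter upstream of luciferase were treated with compounds for 24 h, and promoter activation was read as luminescence.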
RORgamma inh = blocks mouse ROR gamma transcriptional activity | Potency, µM (highest dose often 53.6 µM), without a hit: at the highest dose activity change, negative = inhibition, usual class: inhibitors | P51450 | Drosophila S2 Gal4-RORgamma UAS-luciferase reporter, 20 h | hit rate 5.4% among 310,000; also: potency is read from the fitted curve at half-maximal effect; % is scaled to controls: 0 for no effect and ±100 for the full control effect; nearly all actives have a fitted effect of over 60% in size
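In this cell-based reporter format, copper sulfate (700 uM final) drives Gal4–ROR gamma fusion expression from a metallothionein promoter in Drosophila Schneider cells; compounds preincubated 1 hr, reporter read after 20 hr at ambient temperature.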
p53 reactivator = restores transcriptional activity of mutant p53; AID 504706; Potency, µM (titrated, usually from 92.2 µM), inactives show at the top dose activity change, positive = activation, hits mostly activators; hit rate 0.063% among 320,000; H1299 p53-A138V BP100-luciferase reporter, luminescence, 24 h; also: potency is read from the fitted curve at half-maximal effect; % of control where 0% means no effect; nearly all actives have a fitted effect of over 45% in size
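H1299 (p53-null), stable ts p53-A138V + BP100-Luc; 1000 cells/well, Opti-MEM/10% FBS; cpd 4 pt, 1:5; 24 h, 37 deg C, 5% CO2; detection reagent 10 min RT; luminescence.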
Tb PFK inh = inhibitors of T. brucei phosphofructokinase; O15648; T. brucei PFK, ADP-Glo luminescence; Potency, µM (titrated, usually from 57.5 µM), for inactives: at the highest dose activity, negative = inhibition, actives largely listed as inhibitors; hit rate 0.17% among 330,000; AID 485367;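 also: potency is read from the fitted curve at half-maximal effect; 0% = uninhibited 1x PFK enzyme wells and -100% = no-enzyme wells; nearly all actives have a fitted effect of over 60% in size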
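Luminescent ADP detection (ADP-Glo, two-step: ATP depletion then ADP-to-ATP conversion for luciferase) reported PFK activity after 45 min room-temperature reaction of 1.25 nM enzyme with 0.5 mM F6P and 0.1 mM ATP at pH 8.0.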
BRCA1 expr up = increases BRCA1 expression; Potency, µM (highest dose often 46.1 µM), for the others: top-dose activation, most hits filed as activators; AID 624202; hit rate 1.1% among 380,000; MCF7-BRCA1-FFLuc reporter, luminescence, 48 h; response scale: scaled: vehicle 0%, 10 µM genistein 100%; also: potency is read from the fitted curve at half-maximal effect; nearly all actives have a fitted effect of over 80% in size; some results filed as inactive show a strong effect at the top dose
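MCF7-BRCA1-FFLuc cells, 2000/well in phenol-red-free MEM, attached 2 h then treated 48 h at 37 C. Luciferase luminescence read 15 min after reagent; normalized to genistein maximum activation (10microM) and DMSO, concentration-response fitted.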
VP16 counter = inhibits Gal4-VP16 luciferase reporter, ROR gamma counter-screen; Drosophila S2 Gal4-VP16 UAS-luciferase, luminescence, 20 h; Potency, µM (series often up to 53.6 µM), without a hit: top-dose activity, negative = inhibition, usual class: inhibitors; hit rate 3.5% among 310,000; AID 2546;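 also: Gal4-VP16 expression switched on by copper sulfate through the metallothionein promoter; potency is read from the fitted curve at half-maximal effect; % is scaled to controls: 0 for no effect and ±100 for the full control effect; nearly all actives have a fitted effect of over 50% in size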
ELG1 genotoxic = inducers of genotoxicity in HEK293T ELG1-luciferase cells | AID 504466 | Potency, µM (titrated, usually from 46 µM), for the others: at the highest dose activity change, positive = activation, hits mostly activators | hit rate 1.3% among 330,000 | HEK293T ELG1-luciferase reporter, luminescence, 16 h; also: potency is read from the fitted curve at half-maximal effect; % of control where 0% means no effect; nearly all actives have a fitted effect of over 60% in size
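Cells (2,000/well) expressing the ELG1-luciferase fusion are dosed by pin tool and kept 16 hr at 37 °C, 5% CO2. Signal comes from ONE-Glo luciferase reagent after 30 min at room temperature.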
ELG1 repair inh = inhibitors of ELG1-dependent DNA repair in HEK293T cells; HEK293T ELG1-luciferase reporter, luminescence, 16 h; DNA damage induced by 5-fluorouridine; Potency, µM (titrated, usually from 46.1 µM), for inactives: at the highest dose activity change, negative = inhibition, usual class: inhibitors; hit rate 2.3% among 330,000; also: potency is read from the fitted curve at half-maximal effect; % is scaled to controls: 0 for no effect and ±100 for the full control effect; nearly all actives have a fitted effect of over 55% in size
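5-Fluorouridine DNA damage + compound/DMSO, 2,000 cells/well, 16 h, 37 °C/5% CO2. ONE-Glo, 30 min RT, luminescence. Readout = decrease in reporter signal.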
TRPV1 ag = human TRPV1 agonism. Q8NER1. hit rate 0.19% among 320,000. activation, % at 8.33 µM. TRPV1-expressing cells, Fluo-8 calcium influx, agonist mode. AID 540275; in the data active = activation above about 80%; inconclusive = between about 30% and that limit; also: 0% is about no effect
Target sequence (Q8NER1 whole entry, looked up): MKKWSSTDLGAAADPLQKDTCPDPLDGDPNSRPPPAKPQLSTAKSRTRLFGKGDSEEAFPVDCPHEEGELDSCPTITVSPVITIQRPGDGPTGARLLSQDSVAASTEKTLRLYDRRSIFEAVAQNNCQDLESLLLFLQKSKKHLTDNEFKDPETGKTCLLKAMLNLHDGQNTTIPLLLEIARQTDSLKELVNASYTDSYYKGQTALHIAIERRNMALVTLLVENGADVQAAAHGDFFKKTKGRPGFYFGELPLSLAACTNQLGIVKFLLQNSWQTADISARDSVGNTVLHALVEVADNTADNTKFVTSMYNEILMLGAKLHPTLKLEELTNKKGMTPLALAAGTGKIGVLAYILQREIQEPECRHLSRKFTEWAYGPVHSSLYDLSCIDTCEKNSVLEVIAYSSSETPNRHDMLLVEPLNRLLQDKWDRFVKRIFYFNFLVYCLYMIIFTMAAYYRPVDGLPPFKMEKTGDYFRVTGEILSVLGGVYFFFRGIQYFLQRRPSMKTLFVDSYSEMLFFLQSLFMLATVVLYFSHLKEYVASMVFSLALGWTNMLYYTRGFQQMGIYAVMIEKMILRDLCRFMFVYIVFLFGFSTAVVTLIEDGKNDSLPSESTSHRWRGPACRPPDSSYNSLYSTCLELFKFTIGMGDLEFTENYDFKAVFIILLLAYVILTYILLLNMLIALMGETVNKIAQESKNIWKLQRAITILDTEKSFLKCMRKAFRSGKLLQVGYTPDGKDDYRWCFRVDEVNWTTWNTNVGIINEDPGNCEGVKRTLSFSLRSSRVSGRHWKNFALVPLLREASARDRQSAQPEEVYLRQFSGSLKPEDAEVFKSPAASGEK
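Fluo-8 calcium influx in TRPV1-expressing cells, kinetic read (ex 480/em 520 nm). Compound added and read 3 min for agonist activity, followed by capsaicin at EC20 final and 2 min further read for enhancement.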
FLuc modulator = firefly luciferase modulation, counter-screen for miR-21 project; Potency, µM (doses to about 57.5 µM), for the others: at the highest dose activity change, negative = inhibition, usual class: inhibitors; purified FLuc, Km substrates, luminescence inhibition; P08659; AID 588342; hit rate 6.9% among 360,000;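 also: potency is read from the fitted curve at half-maximal effect; plate controls were vehicle for no effect and reference inhibitor for full effect; nearly all actives have a fitted effect of over 55% in size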
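Purified P. pyralis luciferase (10nM final) with 10uM D-luciferin and 10uM ATP (Km levels) in 50mM Tris acetate pH 7.5, 10mM Mg acetate, 0.01% Tween-20, 0.05% BSA; qHTS 6-point titration, ~60 µM downward; luminescence read.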
Rab9 promoter act = Rab9 promoter activation. Huh7 Rab9 promoter-luciferase reporter, luminescence, 24 h. Potency, µM (top dose mostly 9.22 µM), for the others: at the top dose activation, negative = inhibition, hits mostly activators. hit rate 2.8% among 320,000. AID 485297; also: potency is read from the fitted curve at half-maximal effect; % of control where 0% means no effect; nearly all actives have a fitted effect of over 60% in size
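Luciferase signal after 10 min detection reagent at ambient indicates Rab9 promoter upregulation; stably transfected Huh7 cells were treated 24 h with compound in DMSO at 37 °C, 5% CO2.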
Numbers without * were called inactive; ? = inconclusive; . = no result given; [ ] = remark or other dose. Unless noted, calls follow the shape of the dose curve; as a rule, active = well fitted curve in the direction sought with a large enough effect; inconclusive = small, poorly fitted or top-dose-only effect, or another doubt; inactive = no such curve, though single readings can be large; an effect the other way counts as inactive or inconclusive.

SMILES	NPC1 promoter act	RORgamma inh	p53 reactivator	Tb PFK inh	BRCA1 expr up	VP16 counter	ELG1 genotoxic	ELG1 repair inh	TRPV1 ag	FLuc modulator	Rab9 promoter act
COc1ccc(CC(=O)NCc2nnc(SCC(=O)Nc3ccc(OC)cc3)n2C)cc1	6%	18%	0%	4%	-1%	-10%	2%	12%	1	?	5%
COCCN(C(=O)COC(=O)CC1CCCCC1)c1c(N)n(Cc2ccccc2)c(=O)[nH]c1=O	-5%	-2%	8%	-1%	-10%	2%	1%	-2%	3	6%	-2%
CC(C)Cc1[nH]c(=O)c(C#N)c2c1CCCC2	2%	-3%	-5%	-18%	6%	1%	-5%	-4%	1	0%	1%
CCc1cccc(C)c1NC(=O)CC(C)(C)CC(=O)O	1%	22%	0%	-10%	1%	10%	0%	-10%	-2	1%	-2%
O=C(NCCCn1ccnc1)c1cc(-c2ccc(Br)cc2)on1	3%	-23%	11%	0%	-6%	-6%[10 µM]	3%	-6%	19	?	-2%
Cc1ccc(-c2nc3c(Cl)cc(Cl)cc3c(=O)n2O)cc1	4%	?	?	-6%	-76%	?	-11%	?	1	-7%	2%
CC1=C(C#N)C(=O)NC(=O)/C1=C\c1ccc(-c2ccc(C)cc2[N+](=O)[O-])o1	4%	36%	1%	19%	-1%	-24%	1%	0%	-4	27µM*	1%
Cc1ccc2nc(-c3cccnc3)c(NC3CCCC3)n2c1	-1%	-19%[10 µM]	-3%	-1%	-16%	-4%	-9%	?	?	?	-3%
COc1c(C(=O)NCCSC(C)(C)C)ccc2ccccc12	8%	2.2µM*	27%	2%	?	0%	16%	?	?	?	20%
CCCOC(=O)Nc1ccc(C(N)=O)cc1	-4%	22%	?	-1%	64%	-11%	13%	?	13	-7%	21%
COC(=O)c1c(N)n(-c2ccc(NC(C)=O)cc2)c2nc3ccccc3nc12	-3%	14%	-3%	-3%	8%	5%	-13%	?	0	2%	8%
O=C(NC(CO)Cc1ccccc1)c1ccccc1 (centres undefined)	-1%	26%	5%	-4%	15%	7%	1%	15%	6	0%	-4%
Cc1ccc(C(=O)/C=C/c2ccc3c(c2)OCCO3)c(O)c1	?	-32%	?	-2%	-4%	-23%	?	?	9	1.1µM*	3.5µM*
Cc1cccc(N(CC(=O)NCc2ccc(F)cc2)C(=O)c2ccco2)c1	3%	-8%	-14%	1%	-29%	-2%	1%	4%	9	3%	1%
O=c1c(Cc2ccc(F)cc2)c(O)ccn1Cc1ccc(F)cc1	5%	17%	-3%	-6%	0%	-11%	-3%	?	1	-9%	1%
CC12CC(c3ccccc3O1)C(C(=O)NCc1ccccc1)C(=O)N2 (centres undefined)	-5%	14%	6%	1%	2%	9%	-4%	-11%	-3	-1%	-3%
COc1ccc(NC(=S)N2CCC(C(=O)c3ccc(C)cc3)CC2)c(OC)c1	-3%	-4%	5%	-1%	-12%	8%	-2%	-12%	0	-11%	-4%
Cc1ccc(S(=O)(=O)N2CCN(c3ccc([N+](=O)[O-])c(NCCN4CCOCC4)c3)CC2)cc1	-4%	40%	-15%	12%	-15%	-14%	-2%	?	1	0%	1%
O=S(=O)(Nn1cnnc1)c1ccc(F)cc1	0%	-17%	17%	-5%	-2%	11%	0%	4%	-4	-14%	3%
O=c1[nH]c(C2CC2)nc2sc3c(c12)CCCC3	-3%	10%	-2%	1%	0%	16%	2%	5%	14	-14%	-10%
c1ccc(CSc2nnc(-c3cccs3)n2Cc2ccco2)cc1	2%	39%	5%	0%	20%	22%	0%	13%	-4	?	6%
CCc1ccc(Nc2nc(N)nc(CSc3nnnn3-c3ccccc3)n2)cc1	3%	-27%	0%	0%	-22%	?	16%	10%	2	-11%	-3%
CC(=O)c1ccc(-c2ccc(C(=O)N(C)c3c(N)n(Cc4ccccc4)c(=O)[nH]c3=O)o2)cc1	3%	.	1%	-7%	5%	.	9%	?	0	1%	-6%
O=C(CS(=O)(=O)c1ccccc1)NCc1ccco1	-1%	9%	13%	-2%	8%	-14%	0%	4%	0	-2%	-16%
Cc1nn(-c2ccccc2)c2c1C(c1c(C)[nH]c(C#N)c1C)C(C#N)=C(N)O2 (centres undefined)	-1%	-28%	-5%	-5%	-2%	18%	-4%	-2%	1	-2%	-3%
C(=N\n1cnnc1)/c1cccnc1	-2%	-18%	2%	1%	-21%	-12%	3%	8%	5	0%	-2%
COc1ccccc1/C=C/C(=O)NCc1cccnc1	-1%	19%	7%	6%	3%	-6%	1%	-17%	5	4%	10%
Cc1cc(C)c2cc(CN(Cc3cccs3)Cc3nnnn3CC3CCCO3)c(=O)[nH]c2c1 (centres undefined)	0%	-5%	-7%	-2%	-56%	9%	-8%	?	3	4%	-1%
CC(=O)Nc1ccc(C(=O)COC(=O)CCS(=O)(=O)c2ccccc2)cc1	0%	.	7%	-1%	16%	.	-3%	9%	5	-2%	0%
CN(CC(=O)Nc1ccc(F)cc1)c1ccc(S(=O)(=O)N2CCCCC2)cc1[N+](=O)[O-]	-4%	-6%	6%	0%	-67%	?	-7%	?	9	3%	-7%
CN(CCOC(=O)c1ccc2c(c1)OCCO2)C(C)(C)C	-4%	?	27%	2%	12%	18%	1%	?	-4	-11%	2%
CC(C)c1ccc(N(CC(=O)N2CCOCC2)S(C)(=O)=O)cc1	-1%	-25%	6%	-6%	-1%	-8%	0%	16%	3	0%	-3%
CCCCn1nnnc1SCC(=O)NNC(=O)C1CCCCC1	1%	-10%	2%	0%	2%	-11%	1%	?	-4	2%	0%
COCCn1c(N)c(C(=O)c2cccc(S(=O)(=O)N3CCCCCC3)c2)c(=O)[nH]c1=O	-4%	.	3%	5%	-29%	.	-5%	-16%	1	5%	-1%
COc1ccc(CCNC(=S)Nc2cccc3ccccc23)cc1	2%	5µM*	4%	-2%	-4%	11µM*	1%	-4%	18	1%	-1%
c1ccc(CCOn2ccnc2)cc1	-2%	-11%	-4%	-4%	14%	6%	-4%	-5%	0	3%	0%
COc1ccc(/C=N/OCC(=O)N2CC3(C)CC2CC(C)(C)C3)cc1OC (centres undefined)	-4%	1%	-6%	0%	-29%	?	-3%	-15%	8	-2%	-3%
CN1CCN(C(=O)C23CCC(C)(C(=O)C2Br)C3(C)C)CC1 (centres undefined)	3%	14%	4%	-2%	-12%	5%	-4%	-5%	0	0%	0%

Reformatted as a markdown table: nine of the compounds above
| molecule | NPC1 promoter act | RORgamma inh | p53 reactivator | Tb PFK inh | BRCA1 expr up | VP16 counter | ELG1 genotoxic | ELG1 repair inh | TRPV1 ag | FLuc modulator | Rab9 promoter act |
| --- | --- | --- | --- | --- | --- | --- | --- | --- | --- | --- | --- |
| Cc1ccc(C(=O)/C=C/c2ccc3c(c2)OCCO3)c(O)c1 | ? | -32% | ? | -2% | -4% | -23% | ? | ? | 9 | 1.1µM* | 3.5µM* |
| Cc1cccc(N(CC(=O)NCc2ccc(F)cc2)C(=O)c2ccco2)c1 | 3% | -8% | -14% | 1% | -29% | -2% | 1% | 4% | 9 | 3% | 1% |
| O=c1c(Cc2ccc(F)cc2)c(O)ccn1Cc1ccc(F)cc1 | 5% | 17% | -3% | -6% | 0% | -11% | -3% | ? | 1 | -9% | 1% |
| CC12CC(c3ccccc3O1)C(C(=O)NCc1ccccc1)C(=O)N2 (centres undefined) | -5% | 14% | 6% | 1% | 2% | 9% | -4% | -11% | -3 | -1% | -3% |
| COc1ccc(NC(=S)N2CCC(C(=O)c3ccc(C)cc3)CC2)c(OC)c1 | -3% | -4% | 5% | -1% | -12% | 8% | -2% | -12% | 0 | -11% | -4% |
| Cc1ccc(S(=O)(=O)N2CCN(c3ccc([N+](=O)[O-])c(NCCN4CCOCC4)c3)CC2)cc1 | -4% | 40% | -15% | 12% | -15% | -14% | -2% | ? | 1 | 0% | 1% |
| O=S(=O)(Nn1cnnc1)c1ccc(F)cc1 | 0% | -17% | 17% | -5% | -2% | 11% | 0% | 4% | -4 | -14% | 3% |
| O=c1[nH]c(C2CC2)nc2sc3c(c12)CCCC3 | -3% | 10% | -2% | 1% | 0% | 16% | 2% | 5% | 14 | -14% | -10% |
| c1ccc(CSc2nnc(-c3cccs3)n2Cc2ccco2)cc1 | 2% | 39% | 5% | 0% | 20% | 22% | 0% | 13% | -4 | ? | 6% |

Screening data: PubChem BioAssay, National Center for Advancing Translational Sciences (NCATS)
